# Screens deposited in PubChem by National Center for Advancing Translational Sciences (NCATS).
# Coupling enz = counter-screen for Giardia aldolase inhibitors: coupling enzyme system; coupling enzyme system counterscreen, AmpLite Red fluorescence; activity change, negative = inhibition, % at 58.2 µM, hits read low; actives 0.67% (n = 290,000); AID 2472; in the data active = activity change below about -30%; note: % is set by controls: 0 for no effect and ±100 for the full control effect
#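 Counterscreen of the coupled detection system alone, without aldolase: glyceraldehyde-3-phosphate coupling enzymes plus AmpLite Red readout. Compounds at 57.5 uM final, 10 min RT preincubation, 20 min RT reaction, fluorescence 525/598 nm.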
# MBNL1 CUG block = MBNL1-poly(CUG) RNA binding inhibition | actives 0.036% (n = 280,000) | Potency, µM (highest dose often 57.5 µM), inactives show top-dose activity change, negative = inhibition, usual class: inhibitors | TR-FRET MBNL1-His/biotin-(CUG)12 binding, 665/545 ratio | AID 2675; active = well fitted inhibition curve with a large enough effect in the signal ratio, with a control signal flat, not every such curve was filed as active; inconclusive = small, poorly fitted or top-dose-only effect, or effect the other way, or a change in a side signal; inactive = no such curve, though single readings can be large or run the other way; the % refers to the signal ratio; note: potency is the fitted concentration of half-maximal effect; % is set by controls: 0 for no effect and ±100 for the full control effect
#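 His-tagged MBNL1 binding to biotinylated (CUG)12 RNA was measured by TR-FRET using terbium anti-His antibody (0.055 ng/ul final) and streptavidin-XL665 (5 nM final). Compounds were titrated 92 nM to 58 uM; 60 min at room temperature.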
# Integrin act MD = integrin-mediated muscular dystrophy alleviation activation | alpha7betagal myoblasts, beta-gal FDG fluorescence, 48 h | Potency, µM (series often up to 38.3 µM), inactives show at the highest dose activation, usual class: activators | actives 0.064% (n = 350,000) | AID 624291;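 note: potency is the fitted concentration of half-maximal effect; 100% = response of the positive control SU9516; nearly all actives have a fitted effect of over 60% in size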
#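 alpha7betagal+/- myoblasts (passage 13, 250/well) treated 48 h at 37C with compounds at 1:260 dilution of DMSO stock. Lysed, then beta-galactosidase activity read as FDG fluorescence (ex 480/em 540) after 30 min, with pre-read for autofluorescence.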
# A-T KAP1 phos = candidate therapy for ataxia-telangiectasia; AID 485349; […] A-T fibroblasts, KAP-1 phosphorylation AlphaLISA; neocarzinostatin DNA damage 30 min before lysis; Potency, µM (top dose mostly 57.5 µM), for the others: at the highest dose activation, most hits filed as activators; actives 0.19% (n = 320,000); note: potency is the fitted concentration of half-maximal effect; % of control where 0% means no effect; nearly all actives have a fitted effect of over 45% in size
#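 hTERT-immortalized A-T patient fibroblasts ([…]), 500 cells/well in OPTI-MEM, 1% FBS, got compounds for 60 min, then NCS for 30 min at 37C. Lysates were then assayed for phospho-KAP-1 by AlphaLISA (anti-pKAP1 donor, anti-KAP1 acceptor beads), 6 hr at 25C.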
# CXXC DNA block = inhibitors of human MLL CXXC domain-DNA interaction | actives 0.037% (n = 290,000) | Potency, µM (titrated, usually from 115 µM), for inactives: at the highest dose activity change, negative = inhibition, usual class: inhibitors | AID 2662 | MLL-CXXC / FITC-HOXA9 DNA fluorescence polarization | Q03164; active = well fitted inhibition curve with a large enough effect in the polarisation, with a control signal flat, not every such curve was filed as active; inconclusive = small, poorly fitted or top-dose-only effect, or effect the other way, or a change in a side signal; inactive = no such curve, though single readings can be large or run the other way; the % refers to the polarisation; note: potency is the fitted concentration of half-maximal effect
#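 Purified MLL-CXXC (added from a 7 uM solution) was preincubated 5 min at ambient with pinned compounds in 50 mM Tris-HCl pH 7.5, 50 mM NaCl, 1 mM DTT, 0.05% BSA. Fluorescein-labeled HOX-A9 DNA (50 nM solution) followed, 30 min, then polarization read.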
# TRPV1 agonist = human TRPV1 agonism; Q8NER1; TRPV1-expressing cells, Fluo-8 calcium influx, agonist mode; activation, % at 8.33 µM; actives 0.19% (n = 320,000); AID 540275; in the data active = activation above about 80%; inconclusive = between about 30% and that limit; note: 0% is about no effect
#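 Cells expressing TRPV1 were dye-loaded with Fluo-8 and read kinetically: 10 s baseline, 3 min after compound (agonist portion), then 2 min after EC20 capsaicin (allosteric enhancer portion). Calcium-bound dye fluorescence at 480/520 nm.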
# KCNH2 WT inh = inhibitors of human wildtype KCNH2 potassium channel. actives 0.37% (n = 340,000). activity change, % at 1.84 µM. AID 720551. Q12809. U2OS, BacMam KCNH2, thallium flux FluxOr; active compounds read low;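 active = maximum activity change below -70%; inconclusive = maximum activity change between -70% and -50%; inactive = maximum activity change above -50%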; note: % is set by controls: 0 for no effect and ±100 for the full control effect
# Target sequence (Q12809 whole entry, looked up): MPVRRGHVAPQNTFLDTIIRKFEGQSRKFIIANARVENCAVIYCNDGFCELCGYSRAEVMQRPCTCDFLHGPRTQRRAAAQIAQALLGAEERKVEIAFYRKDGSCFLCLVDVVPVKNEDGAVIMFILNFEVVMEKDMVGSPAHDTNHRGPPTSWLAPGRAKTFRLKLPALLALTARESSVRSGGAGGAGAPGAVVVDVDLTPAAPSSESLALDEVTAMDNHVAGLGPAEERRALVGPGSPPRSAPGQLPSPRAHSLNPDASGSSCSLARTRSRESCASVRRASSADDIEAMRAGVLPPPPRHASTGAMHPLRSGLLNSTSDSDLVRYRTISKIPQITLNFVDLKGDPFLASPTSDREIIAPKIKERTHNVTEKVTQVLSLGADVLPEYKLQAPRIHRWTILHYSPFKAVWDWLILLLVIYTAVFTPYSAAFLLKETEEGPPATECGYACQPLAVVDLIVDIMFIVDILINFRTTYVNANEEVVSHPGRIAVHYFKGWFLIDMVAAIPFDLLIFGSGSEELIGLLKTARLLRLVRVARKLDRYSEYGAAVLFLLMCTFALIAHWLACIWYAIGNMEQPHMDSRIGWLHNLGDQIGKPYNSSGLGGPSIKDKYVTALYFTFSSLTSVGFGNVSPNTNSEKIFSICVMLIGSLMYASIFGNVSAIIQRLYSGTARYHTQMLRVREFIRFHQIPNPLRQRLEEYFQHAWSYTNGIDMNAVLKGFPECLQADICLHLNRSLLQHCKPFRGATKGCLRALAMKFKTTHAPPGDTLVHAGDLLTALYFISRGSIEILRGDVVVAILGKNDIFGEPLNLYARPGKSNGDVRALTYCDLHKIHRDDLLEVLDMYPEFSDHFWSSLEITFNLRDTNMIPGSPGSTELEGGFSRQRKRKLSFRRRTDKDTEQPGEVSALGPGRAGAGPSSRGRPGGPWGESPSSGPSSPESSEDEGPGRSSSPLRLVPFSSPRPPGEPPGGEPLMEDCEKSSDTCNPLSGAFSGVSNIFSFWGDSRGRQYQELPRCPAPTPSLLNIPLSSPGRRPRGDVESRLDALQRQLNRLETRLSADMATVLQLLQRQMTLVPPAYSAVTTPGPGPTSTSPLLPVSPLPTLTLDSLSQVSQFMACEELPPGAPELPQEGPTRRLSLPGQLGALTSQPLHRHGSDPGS
#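 U2OS cells were transduced with wild-type KCNH2 virus (2.03 x 10^8 / mL) for 4 h at room temperature, then cultured overnight at 37 C. Thallium flux was read with FluxOr dye. Rate constants were normalized to DMSO controls.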
# KCNH2 3.1 block = inhibitors of human KCNH2 3.1 potassium channel isoform | activity change, % (tested at about 1.8 µM) | actives 0.95% (n = 340,000) | U2OS KCNH2 3.1, thallium flux FluxOr; active compounds read low;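 active = maximum activity change below -70%; inconclusive = maximum activity change from -70% to -50%; inactive = maximum activity change above -50%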;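 note: thallium influx rate constant from kinetic fluorescence after stimulation buffer; % is set by controls: 0 for no effect and ±100 for the full control effect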
#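 Measured as rate of thallium-driven FluxOr signal in transduced U2OS cells carrying the 3.1 channel, read kinetically for 2 min upon stimulation; values are rate constants scaled to DMSO control wells.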
# S-ASM inh = blocks human secretory acid sphingomyelinase. P17405. placental ASM, HMU-PC fluorogenic substrate, 60 min. Potency, µM (doses to about 57.5 µM), without a hit: at the highest dose activity change, negative = inhibition, hits mostly inhibitors. actives 0.006% (n = 340,000); note: potency is the fitted concentration of half-maximal effect
#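 Fluorescence read-out (Ex 386 nm, Em 447 nm) after stopping the reaction at pH 10. Enzyme: ASM from human placenta; substrate HMU-PC0, 9 uM final; 60 min, 37 °C. Compound preincubation 10 min, ambient temperature.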
# GALK inhibitor = inhibitors of human galactokinase; Purified GALK, Kinase-Glo residual ATP luminescence; Potency, µM (doses to about 57.5 µM), inactives show top-dose activity change, negative = inhibition, usual class: inhibitors; actives 0.007% (n = 270,000); AID 1868; note: potency is the fitted concentration of half-maximal effect; % is set by controls: 0 for no effect and ±100 for the full control effect
#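 The enzyme phosphorylates galactose (100 uM) using ATP (35 uM); inhibition is detected as higher residual ATP, quantified by bioluminescence after 1 h reaction at room temperature, pH 8.0.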
# Starred values were filed as active, the others as inactive; ? = inconclusive; · = not tested or not shown; [ ] = another dose, or the depositor's remark. Unless noted, calls come from the whole dose curve; as a rule, active = well fitted curve in the direction sought with a large enough effect; inconclusive = small, poorly fitted or top-dose-only effect, or another doubt; inactive = no such curve, though single readings can be large; an effect the other way counts as inactive or inconclusive.
# Values run as follows: Coupling enz	MBNL1 CUG block	Integrin act MD	A-T KAP1 phos	CXXC DNA block	TRPV1 agonist	KCNH2 WT inh	KCNH2 3.1 block	S-ASM inh	GALK inhibitor
CC1CN(c2ccccc2)C(=O)CS1 (configuration not stated)
→ 0	-8%	6%	0%	-5%	-1	2	4	2%	-1%
O=C(COC(=O)[C@@H]1CCCN1C(=O)c1cccs1)Nc1ccc(F)cc1[N+](=O)[O-]
→ 0	?	10%	12%	3%	4	-9	11	1%	-2%
CC1CCN(C(=O)CN(Cc2ccccc2)S(C)(=O)=O)CC1
→ -2	0%	8%	-2%	-3%	3	-5	7	2%	-2%
O=S(=O)(Nc1ccc2c(c1)nc1n2CCOC1)c1ccccc1
→ -1	-10%	-18%	-3%	7%	-1	0	8	1%	-1%
CCCCc1c(O)nc(SCC(=O)N2CCCCCC2)[nH]c1=O
→ -1	3%	0%	-1%	13%	-1	-2	18	-1%	1%
Cc1cc(C(F)(F)F)n(-c2nc(C(=O)NNS(=O)(=O)c3ccccc3[N+](=O)[O-])cs2)n1
→ 5	-11%	-4%	-1%	-24%	1	19	0	-8%	-2%
Cc1ccc2c(Cl)cc(Cl)c(OCC(=O)Nc3cc(C)on3)c2n1
→ 0	3%	·	6%	47%[activator]	6	·	·	·	3%
Cc1cccc(-c2nnc(SCc3cc(=O)[nH]c4ccccc34)n2C)c1
→ 1	2%	-9%	2%	2%	-1	-5	-11	0%	5%
CC1(c2nnc(-c3ccncc3)o2)CC(c2ccc(Cl)cc2)=NO1 (configuration not stated)
→ ·	·	-6%	·	·	·	14	7	-4%	·
O=C(CN(C1CCCCC1)C1CCCCC1)N1CCc2ccccc2C1
→ -2	-3%	-52%[inhibitor]	19%	-4%	23	-27	-25	1%	-4%
CC(C)N(C(=O)CSc1ccc(S(=O)(=O)N2CCCCC2)cn1)C(C)C
→ ·	·	20%	5%	·	10	-1	0	3%	·
N#Cc1cc(NC2CCCC2)c([N+](=O)[O-])cc1C#N
→ 2	·	-40%	-1%	99%[activator]	4	-10	-16	-10%	0%
CN(c1cccc(NC(=O)CN(c2cccc(F)c2)S(C)(=O)=O)c1)S(C)(=O)=O
→ 2	-4%	-21%	-2%	20%	-3	-8	-3	2%	10%
CCN1CCN(c2nc3c(C)cccn3c(=O)c2C=C(C#N)C#N)CC1
→ 0	?	-39%	11%	20%	2	0	1	15%	·
O=C(Nc1ccccc1N1CCOCC1)c1ccc(Cl)c(S(=O)(=O)N2CCCC2)c1
→ ·	·	-39%	-1%	·	15	19	-1	-10%	·
C#CCOCCOCCOCCNc1nc(N2CCN(C(=O)[C@H](CCCCN)n3cc(CCCC)nn3)CC2)nc(N2CCN(C(=O)[C@H](CCCCN)n3cc(CCC(=O)O)nn3)CC2)n1
→ ·	·	20%	-4%	·	-1	6	20	6%	·
CSc1ccc(S(=O)(=O)NCC(=O)OCC(=O)NCc2ccco2)cc1[N+](=O)[O-]
→ ·	·	0%	-15%	·	-2	6	-11	-3%	·
CCOC(=O)c1cc(-c2ccccc2)nn1CC1CC(c2ccc(OC)cc2)=NO1 (configuration not stated)
→ ·	·	-6%	3%	·	·	7	-1	-1%	·
Cc1cc(-c2ccccc2)nc(N(C)N)c1S(C)(=O)=O
→ 1	·	-8%	-3%	11%	7	9	4	18%	-1%
Cc1nc2c(cc1C(=O)N/N=C/c1ccc([N+](=O)[O-])cc1)c(=O)n(C)c(=O)n2C
→ 2	?	19%	0%	0%	-1	3	-3	-2%	1%
O=C(Nc1ccccc1Cl)C1CCCN1C(=O)OCc1ccccc1 (configuration not stated)
→ ·	-3%	?	3%	-3%	3	0	-11	2%	-5%
Cc1ccc(OCn2c(=O)sc3ccccc32)cc1
→ 6	-8%	-1%	8%	3%	15	5	-5	-1%	0%
O=C(NCC(O)c1ccc([N+](=O)[O-])cc1)c1cccc(S(=O)(=O)N2CCOCC2)c1 (configuration not stated)
→ ·	?	26%	1%	-12%	-3	8	2	4%	-11%
O=C(CN1C(=O)C2C3C=CC(C3)C2C1=O)N1CC(=O)N(CCc2ccccc2)C(=O)C1 (configuration not stated)
→ 2	?	-22%	11%	-3%	2	-5	0	4%	0%
NC(=O)CCS(=O)(=O)CCN1CCCCC1
→ 0	-7%	3%	2%	-1%	0	0	26	0%	6%
COc1cc(/C=N/Nc2ccccc2)ccc1OC(=O)c1cccs1
→ -8	-18%	6%	3%	132%[activator]	5	6	-3	-3%	-2%
CCN1C(=O)/C(=C/N2CCc3ccccc32)SC1=S
→ -2	-1%	-2%	3%	?	4	4	16	0%	-2%
Nc1ccc2nc(SCc3ccc([N+](=O)[O-])cc3)sc2c1
→ -5	?	-12%[7.66 µM]	-2%	5%	-1	-8	-9	-7%	-3%
Cc1ccc(S(=O)(=O)N[C@@H](CO)C(=O)N[C@@H](Cc2ccc(O)cc2)C(=O)O)cc1
→ 2	2%	?	-10%	1%	0	4	-1	1%	-1%
CC(C)OP(=O)(OC(C)C)C(NC(=O)c1cccc([N+](=O)[O-])c1)C(N)=O (configuration not stated)
→ 1	?	12%	·	-4%	-3	5	0	3%	0%
O=C1CC(SC2=NCCS2)C(=O)N1c1cccc(Cl)c1Cl (configuration not stated)
→ 7	-6%	-12%	-4%	9%	5	-4	12	4%	-2%
CC(=O)Nc1ccc(S(=O)(=O)N2CCN(CCCOc3ccccc3Cl)CC2)cc1
→ -1	-8%	2%	6%	-6%	6	7	8	-1%	-1%
CN1CCN(S(=O)(=O)c2cccc(C(=O)Nc3sc4c(c3-c3nc5ccccc5[nH]3)CCCC4)c2)CC1
→ -1	·	-18%	-4%	8%	2	0	4	?	1%
Cc1ccc(NC(=O)C2CCN(C(=O)N3CCOc4ccccc43)CC2)cc1
→ -2	3%	-9%	16%	·	-5	27	-10	-2%	·
Cc1ccc(S(=O)(=O)N2CCN(C(=O)C3Cc4ccccc4CN3C(=O)c3ccco3)CC2)cc1 (configuration not stated)
→ 0	2%	19%	-8%	5%	-4	6	5	-3%	-2%
CC(=O)O[C@H]1CC[C@@]2(C)[C@@H](CC[C@H]3[C@@H]4CC[C@H](C(C)O)[C@@]4(C)CC(=O)[C@@H]32)C1 (some centres not stated)
→ ·	·	0%	-9%	·	2	-6	-5	-2%	·
COc1cccc(CNC(=O)c2ccc(NS(=O)(=O)c3ccc4[nH]c(=O)[nH]c4c3)cc2)c1
→ ·	·	-30%	9%	·	2	6	5	-2%	·
COc1cccc(N(C(C)=O)c2nc(C)cc(C)c2C#N)c1
→ 2	1%	7%	4%	3%	2	20	-14	1%	0%
Cc1c(NC(=O)C2CCCCC2)cc(C(=O)N2CCOCC2)cc1[N+](=O)[O-]
→ -1	13%	0%	4%	3%	5	-4	4	4%	0%
CCC(CC)NC(=O)CON=C1c2ccccc2-c2ccccc21
→ -1	-3%	25%	-5%	11%	?	4	-2	0%	0%
Cc1ccc(C)c(-n2nnnc2Sc2nc([N+](=O)[O-])nn2C)c1
→ -10	?	-47%[inhibitor]	7%	13%	0	3	-6	8%	·
CCOc1ccc(/C=N/NC(=O)CSc2ccccn2)cc1O
→ 0	12%	-21%	-46%	-11%	2	9	-2	8%	6%
CCc1c(O)nc(SCC(=O)N(CC)CC)[nH]c1=O
→ -1	10%	6%	4%	-1%	2	-6	11	0%	-3%

# Among those listed so far, these have a cyano group:
# Values run as follows: Coupling enz	MBNL1 CUG block	Integrin act MD	A-T KAP1 phos	CXXC DNA block	TRPV1 agonist	KCNH2 WT inh	KCNH2 3.1 block	S-ASM inh	GALK inhibitor
N#Cc1cc(NC2CCCC2)c([N+](=O)[O-])cc1C#N
→ 2	·	-40%	-1%	99%[activator]	4	-10	-16	-10%	0%
CCN1CCN(c2nc3c(C)cccn3c(=O)c2C=C(C#N)C#N)CC1
→ 0	?	-39%	11%	20%	2	0	1	15%	·
COc1cccc(N(C(C)=O)c2nc(C)cc(C)c2C#N)c1
→ 2	1%	7%	4%	3%	2	20	-14	1%	0%

# Sorted by formula weight (rising): some entries from above.
# Values run as follows: Coupling enz	MBNL1 CUG block	Integrin act MD	A-T KAP1 phos	CXXC DNA block	TRPV1 agonist	KCNH2 WT inh	KCNH2 3.1 block	S-ASM inh	GALK inhibitor
COc1cccc(N(C(C)=O)c2nc(C)cc(C)c2C#N)c1
→ 2	1%	7%	4%	3%	2	20	-14	1%	0%
Cc1ccc(NC(=O)C2CCN(C(=O)N3CCOc4ccccc43)CC2)cc1
→ -2	3%	-9%	16%	·	-5	27	-10	-2%	·
CC(=O)Nc1ccc(S(=O)(=O)N2CCN(CCCOc3ccccc3Cl)CC2)cc1
→ -1	-8%	2%	6%	-6%	6	7	8	-1%	-1%
